Compound activity from PubChem.
ALDH1A1 block – inhibitors of human aldehyde dehydrogenase 1A1 | P00352 | Purified ALDH1A1, NADH fluorescence, propionaldehyde substrate | Potency, µM (doses to about 75.3 µM), for the others: at the highest dose activity, negative = inhibition, actives largely listed as inhibitors | actives 7.3% (n = 220,000) | AID 1030; active means well fitted inhibition curve with a large enough effect, not every such curve was filed as active; inconclusive means small, poorly fitted or top-dose-only effect, or another doubt; inactive means no such curve, though single readings can be large or run the other way;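 further: plate controls were no enzyme wells and a reference inhibitor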
Target sequence (P00352 whole entry, looked up): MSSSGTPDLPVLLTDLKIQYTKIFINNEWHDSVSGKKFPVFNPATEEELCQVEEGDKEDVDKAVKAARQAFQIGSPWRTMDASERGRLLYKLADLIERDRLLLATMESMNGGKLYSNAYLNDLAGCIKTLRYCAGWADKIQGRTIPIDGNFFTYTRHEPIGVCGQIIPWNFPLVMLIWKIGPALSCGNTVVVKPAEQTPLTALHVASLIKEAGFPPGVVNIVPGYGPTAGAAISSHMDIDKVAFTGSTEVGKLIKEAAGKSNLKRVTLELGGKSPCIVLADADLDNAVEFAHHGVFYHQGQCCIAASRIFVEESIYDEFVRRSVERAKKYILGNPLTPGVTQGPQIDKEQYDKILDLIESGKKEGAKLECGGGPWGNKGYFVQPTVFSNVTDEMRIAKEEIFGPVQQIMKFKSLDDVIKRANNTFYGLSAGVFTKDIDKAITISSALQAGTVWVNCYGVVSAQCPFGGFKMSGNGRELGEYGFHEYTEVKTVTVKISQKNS
Tau fluor cs – counter-screen for tau fibril formation inhibitors; tau K18 P301L Alexa594 fluorescence, heparin fibrillization; Potency, µM (series often up to 57.7 µM), inactives show at the top dose activity change, negative = decrease; actives 0.93% (n = 280,000); AID 1463; further: on the % scale 0 is the no-effect control and ±100 the full control effect; nearly all actives have a fitted effect of over 55% in size
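Human tau K18 P301L (15 uM unlabeled, 0.24 uM Alexa 594-labeled) in 100 mM sodium acetate pH 7 with 20 uM heparin, 6 hr at 37 C. ThT 30 uM added, 1 hr ambient; Alexa 594 FP and total fluorescence read at 555/632 nm.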
Tau ThT inhib – tau fibrillization inhibition (ThT binding); recombinant tau K18 P301L, heparin-induced fibrillization, ThT fluorescence; actives 2.1% (n = 270,000); Potency, µM (highest dose often 57.4 µM), inactives show top-dose activity, negative = inhibition, actives largely listed as inhibitors; AID 1460; P10636; further: on the % scale 0 is the no-effect control and ±100 the full control effect; nearly all actives have a fitted effect of over 55% in size
Target sequence (P10636 561-689 P618L limits assumed): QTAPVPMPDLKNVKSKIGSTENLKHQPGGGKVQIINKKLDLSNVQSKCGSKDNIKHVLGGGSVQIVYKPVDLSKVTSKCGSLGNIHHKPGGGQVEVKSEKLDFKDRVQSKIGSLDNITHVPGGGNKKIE
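K18 P301L tau (15 uM + 0.24 uM Alexa 594-tagged), heparin 20 uM, NaOAc pH 7, 6 h 37 C; ThT 30 uM, 1 h RT, ex 450/em 510 nm.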
KDM4E inh – JMJD2E (human) inhibition; B2RXH2; JMJD2E catalytic domain, FDH-coupled NADH fluorescence (FDH is formaldehyde dehydrogenase); Potency, µM (titrated, usually from 57.1 µM), without a hit: at the highest dose activity change, negative = inhibition, hits mostly inhibitors; actives 1.6% (n = 230,000); active means well fitted inhibition curve with a large enough effect, not every such curve was filed as active; inconclusive means small, poorly fitted or top-dose-only effect, or another doubt; inactive means no such curve, though single readings can be large or run the other way;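 further: 0% = wells with enzyme and -100% = buffer wells without enzyme; nearly all actives have a fitted effect of over 50% in size; many of its hits are not listed in these tables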
Target sequence (B2RXH2 1-337 limits assumed): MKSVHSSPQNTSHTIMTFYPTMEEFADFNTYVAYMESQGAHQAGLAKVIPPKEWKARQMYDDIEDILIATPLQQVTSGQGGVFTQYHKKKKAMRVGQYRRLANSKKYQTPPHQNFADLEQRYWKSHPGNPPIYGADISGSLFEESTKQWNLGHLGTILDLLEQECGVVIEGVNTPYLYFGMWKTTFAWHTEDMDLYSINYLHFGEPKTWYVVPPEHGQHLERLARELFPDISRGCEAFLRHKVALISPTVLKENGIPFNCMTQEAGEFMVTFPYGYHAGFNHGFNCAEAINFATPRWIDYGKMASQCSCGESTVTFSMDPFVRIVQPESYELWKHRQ
SMN2 splice up – enhancers of SMN2 splice variant expression; HEK293 SMN2-luciferase splicing reporter, luminescence, 30-36 h; Potency, µM (highest dose often 46.1 µM), for inactives: at the highest dose activity change, positive = activation, usual class: activators; actives 2.8% (n = 210,000); AID 1458; further: % of control where 0% means no effect; nearly all actives have a fitted effect of over 55% in size
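HEK293 cells carry an SMN2 […]–luciferase reporter in which exon 7 inclusion puts luciferase in frame. Cells were plated 10-12 h before compound addition, then incubated 30-36 h at 37C. ONE-Glo luminescence was read; sodium butyrate at 4.5 mM final served as control.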
HttQ103 aggreg – reduces HttQ103-GFP aggregates in PC12 cells; actives 1.1% (n = 220,000); PC12 HttQ103-GFP aggregates, Acumen cytometry, 40 h; Potency, µM (titrated, usually from 46.1 µM), for inactives: top-dose activity change, negative = inhibition, actives largely listed as inhibitors; further: on the % scale 0 is the no-effect control and ±100 the full control effect; nearly all actives have a fitted effect of over 60% in size
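PC12 cells stably carrying ecdysone-inducible HTT exon 1 Q103–GFP were induced with tebufenozide (100 nM final) and treated with library compounds in titration. GFP aggregates in lysates were counted by laser scanning cytometry.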
Tau fibril FP – blocks human tau fibril formation measured by polarization; Potency, µM (highest dose often 57.7 µM), for inactives: at the highest dose activity, negative = inhibition, most hits filed as inhibitors; P10636; AID 1468; K18 P301L tau heparin fibrillization, Alexa594 FP, 6 h; actives 0.39% (n = 280,000); further: on the % scale 0 is the no-effect control and ±100 the full control effect; nearly all actives have a fitted effect of over 55% in size
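Heparin (20 uM) drove fibril formation of recombinant tau K18 P301L, 15 uM unlabeled with 0.24 uM Alexa 594 label, for 6 hr at 37 C in 100 mM sodium acetate pH 7. Fluorescence polarization (555/632 nm) read 1 hr after 30 uM ThT.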
HTT ATP protect – cytoprotection in Huntington HTT-Q103 PC12 cell model | PC12 HTT-Q103 induced, cytoprotection, ATP luminescence, 40 h | AID 1471 | actives 0.14% (n = 230,000) | Potency, µM (titrated, usually from 56.4 µM), inactives show cytoprotection (ATP increase), most hits filed as activators;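 further: % of control where 0% means no effect; nearly all actives have a fitted effect of over 45% in size; toxic huntingtin expression switched on by the ecdysone agonist tebufenozide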
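Cells were plated at 1500 per well in phenol red-free DMEM with 5% equine and 5% calf serum. Tebufenozide (100 nM final) and compounds were added, then ATPlite reagent, and luminescence was read.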
Active calls of the source: *; ? = inconclusive; · = not tested or not shown; & = joins results of further samples; [ ] = dose if it differs, or a comment. Unless noted, the call rests on the fitted dose curve; in most records, active means well fitted curve in the direction sought with a large enough effect; inconclusive means small, poorly fitted or top-dose-only effect, or another doubt; inactive means no such curve, though single readings can be large; an effect the other way counts as inactive or inconclusive. Potency means the concentration at half of the fitted maximal effect. An excerpt; the hit share may differ from the screen's.

SMILES	ALDH1A1 block	Tau fluor cs	Tau ThT inhib	KDM4E inh	SMN2 splice up	HttQ103 aggreg	Tau fibril FP	HTT ATP protect
O=C(O)CCCC(=O)Nc1ccccc1C(=O)N1CCOCC1	7%	-3%	-3%	2%	-3%	3%	-5%	2%
CCOC(=O)CNC(=O)CSc1ncnc2c1cnn2-c1ccccc1	-2%	-4%	-12%	-5%	2%	-13%	-3%	7%[10 µM]
COc1ccccc1/C=N/n1c(N)c(S(=O)(=O)c2cccs2)c2nc3ccccc3nc21	?	-24%	0%	?	?	28%	?	-35%
CC1=C(C(=O)N2CCN(c3cc(C)ccc3C)CC2)C2(CCC(C)CC2)OC1=O (stereo not given)	2%	-14%&-14%	?	10%	-9%&-4%	-12%	-8%&-4%	·
O=C1c2ccccc2C(=O)N1CSc1nnc(Nc2ccccc2)s1	?	1%	1%	-3%	12%	21%	-3%	-12%
O=C(Nc1ccc(C(=O)O)cc1)/C(=C\c1ccco1)NC(=O)c1ccccc1	3%	-3%	-12%	-23%	-17%	·	-7%	·
CCOc1ccc(OCC)c(NC(=O)CCn2c(=O)oc3ccccc32)c1	6%	-19%	-4%	-4%	-16%	-4%	-1%	-32%
CCc1c(C)nc(SC(C(=O)O)c2ccccc2)c(C#N)c1C (stereo not given)	7%	-7%	-5%	10%	14%	0%	3%	-5%[10 µM]
COc1cccc(NC(=O)CC2C(=O)OCCN2Cc2ccccc2)c1 (stereo not given)	·	-13%	-14%	·	-5%	·	-4%	·
c1ccc2[nH]c(-c3cscn3)nc2c1	6%	-8%&-13%	-8%&-4%	?	13µM*	-4%&12%	-8%&-12%	2%[0.074 µM]
COc1ccccc1CNc1ncnc2ccc(-c3c(C)noc3C)cc12	?	-7%	-10%	?	10µM*	·	2%	-56%[inhibitor]
c1ccc(-c2csc3nnc(SCc4ccc5c(c4)OCO5)n23)cc1	?	-5%	-6%	-19%	-9%	10µM*	-1%	-2%[10 µM]
COc1ccc(CNC(=O)C2CCC(=O)N2C(C)C)c(OC)c1 (stereo not given)	·	7%	2%	-6%	·	-11%[9.22 µM]	2%	5%[10 µM]
NC(=O)Nc1cc(Cl)ccc1Cl	2%	-14%	-8%	-1%	·	8%[9.22 µM]	-9%	5%[10 µM]
COc1ccc(C(=O)N2CCN(C(C)=O)CC2)cc1S(=O)(=O)NCc1ccc(Cl)cc1	-6%	-2%	0%	7%	8%	-12%	-10%	7%
CCc1ccccc1NC(=O)C1CCCN(S(=O)(=O)c2c(C)noc2C)C1 (stereo not given)	2%	-8%	-10%	4%	-11%	9%	-14%	-18%
CN1C(=O)CSc2ccc(NC(=O)NCc3cccnc3)cc21	13%	-13%	-15%	0%	17%	19%	7%	-30%
Cc1ccc(S(=O)(=O)N/N=C/c2ccc(C(=O)O)cc2)cc1	-11%	-9%	-8%	4%	·	1%	1%	6%
CCc1cc(=O)oc2cc(OCC(=O)N3CCc4ccccc43)ccc12	?	6%	?	?	4%	24%[9.22 µM]	2%	-7%
Cc1ccc(CSCCNC(=O)c2cccc([N+](=O)[O-])c2)cc1	-7%	5%	11%	-3%	-21%	32%	0%	8%[10 µM]
CNC(=S)NNC(=O)Cc1ccc(OC)c(OC)c1	-5%	-4%	-4%	-4%	-5%	4%	-1%	-5%
COc1cccc(NC2=CC(=O)CC(C)(C)C2)c1	7%	4%	-1%	3%	12%	-12%	10%	-4%
Cc1nnc(SCC(=O)N/N=C/c2ccc(-c3ccc(C)c(Cl)c3)o2)s1	1%	-29%	?	3%	11%	5%	-7%	10%[10 µM]
Cc1cc(-c2csc(N)n2)c(C)n1-c1ccc(Cl)c(Cl)c1	-15%	-9%	-12%	-1%	-14%	1%	9%	-5%[1.9 µM]
CC1(C)CC(=O)C(N=Nc2cc(Cl)c(Cl)c(Cl)c2)=C(O)C1	5µM*	-12%	-19%	0%	2%	18%	-3%	-5%[10 µM]

New compounds follow.
SMILES	ALDH1A1 block	Tau fluor cs	Tau ThT inhib	KDM4E inh	SMN2 splice up	HttQ103 aggreg	Tau fibril FP	HTT ATP protect
CCn1cc([N+](=O)[O-])c(C(=O)Nc2ccc(Br)cn2)n1	6%	-3%	9%	11%	-2%	11%	-4%	-10%
CC(=O)c1ccc2c(c1)C1C=CCC1C(C(=O)O)N2 (stereo not given)	?	14%	11%	2%	7%	-31%[9.22 µM]	2%	-38%[10 µM]
N#Cc1nc(Cc2ccccc2)oc1N1CCCC1	-6%	-15%	-7%	6%	9%	?	9%	-12%
COc1ccc(C2N(c3cc(Cl)ccc3OC)C(=O)C3CCCN32)cc1OC (stereo not given)	?	-7%	-13%	2%	-1%	-1%	0%	4%
Cc1occc1C(=O)Nc1cccc(C(F)(F)F)c1	-2%	-13%	-10%	4%	-36%[inhibitor]	-5%	-8%	3%[1.9 µM]
Cc1cc(C)c2cc(CN(CCO)C(=O)Nc3ccc(F)cc3)c(=O)[nH]c2c1	-14%	-1%	-8%	-4%	-12%	13%	2%	-11%[10 µM]
COC(=O)COc1ccc(-n2cnnn2)cc1	-3%	-2%	?	-8%	22%	-14%	-1%	·
COC(=O)c1[nH]c(C)c(/C(O)=C2\C(=O)C(=O)N(CCN(C)C)C2c2ccccc2OC)c1C (stereo not given)	-14%	2%	-12%	-2%	-2%	2%	1%	1%[0.074 µM]
CC(=O)NC1(C(F)(F)F)NC(=O)N(CC(C)C)C1=O (stereo not given)	18%	0%	-2%	5%	-10%	-18%	3%	-1%[10 µM]
COc1cc(NC(=S)N2CCCC(CO)C2)cc(OC)c1 (stereo not given)	2%	-2%	-4%	13%	11%	5%	2%	8%
N=c1ccn(Cc2cccc(F)c2)cc1	·	-8%	-2%	-6%	·	15%[9.22 µM]	3%	14%[10 µM]
Cc1ccc(/C=C(\C#N)C(=O)Nc2ccccn2)o1	-6%	-9%	?	-28%	18µM*	8%[9.22 µM]	-7%	-108%[inhibitor]
CCOc1ncccc1C(=O)OCC(=O)Nc1ccc(C)c(S(=O)(=O)N2CCOCC2)c1	4%	-27%	-12%	-2%	·	-2%	-13%	13%[10 µM]
CCOC(=O)CSc1nnc(Cn2nnc3ccccc32)n1-c1ccc(F)cc1	·	-6%	-3%	9%	·	6%[9.22 µM]	8%	28%[10 µM]
Cc1ccc(NC(=O)c2ccc(CSc3nnc(-c4ccncc4)n3C)cc2)c(C)c1	?	-21%	?	3%	-4%	13%	-1%	-35%
S=C(NCC1CCCO1)N1CCN(c2nc(-c3ccccc3)cs2)CC1 (stereo not given)	?	?	?	6%	·	24%[9.22 µM]	-1%	24%[10 µM]
CCc1c(C)sc(NC(=O)c2cc(-c3ccc(O)cc3)on2)c1C#N	?	-11%	-9%	?	14%	-12%	-6%	-45%[inhibitor]
O=C(NNC(=O)c1sccc1-n1cccc1)c1ccccc1	-3%	-8%	-17%	-2%	-13%	6%	9%	9%[10 µM]
Cc1cccc(NC(=S)N(CCCN2CCOCC2)Cc2ccccn2)c1	5%	12%	11%	0%	4%	23%	5%	·
CC(=O)Nc1ccc(S(=O)(=O)NC(CC(=O)O)c2ccc(OC(C)C)cc2)cc1 (stereo not given)	7%	-4%	-13%	-4%	-4%	-1%	2%	-11%
Cc1ccc(CN(C(=O)c2csnn2)C(C(=O)NC2CCCC2)c2ccc(C)o2)cc1 (stereo not given)	14µM*	-2%	-11%	2%	-15%	3%	2%	-15%[10 µM]
CCOc1ccc(N=Cc2c(O)cc(C)oc2=O)cc1	-1%	1%	-7%	1%	4%	28%	-3%	7%[10 µM]
CCCCC(=O)NC(=S)Nc1cc([N+](=O)[O-])ccc1OC	?	-5%	-8%	-4%	-8%	5%	7%	2%[10 µM]
CCOC(=O)c1cc2c(=O)n3ccccc3nc2n(Cc2ccccc2Cl)c1=N	?	-7%	-7%	?	15%	-13%	-6%	-18%
COc1ccc(Nc2nc(N)nc(CSCCO)n2)cc1	12%	-5%	-12%	-4%	13%	0%[9.22 µM]	5%	-2%

Further results follow.
SMILES	ALDH1A1 block	Tau fluor cs	Tau ThT inhib	KDM4E inh	SMN2 splice up	HttQ103 aggreg	Tau fibril FP	HTT ATP protect
CCn1c(SCC(=O)NCc2ccccc2)nc2c(c1=O)SC(C)C2 (stereo not given)	-4%	-16%	-16%	-1%	0%	-7%	-11%	-28%[10 µM]
Cc1ccc(NC(=O)CSc2nnc(-c3cnccn3)n2Cc2ccco2)cc1	-4%	-10%	-7%	-5%	-3%	0%	-4%	7%
C/C=C(/C)C(=O)OC1Cc2c(ccc3ccc(=O)oc23)OC1(C)C (stereo not given)	0%	-3%&-9%	-3%&-6%	?	1%	-15%[9.22 µM]	6%&3%	9%[10 µM]
O=C(NC1CCCCC1)C(=S)NCc1ccccc1	-14%	-11%	-11%	1%	?	-5%	-1%	21%[10 µM]
CCOC(=O)C1(CCc2ccccc2)CCN(C(=O)c2cnc(C)cn2)CC1	?	-1%	3%	3%	·	-1%[9.22 µM]	3%	7%[10 µM]
COC(=O)c1c(O)cc(C(C)(C)C)n(-c2ccccc2)c1=O	2%	2%	0%	4%	13%	15%	1%	·
CCOc1ccc(/C=C/C(=O)Nc2sc3c(c2C(=O)OC)C(C(=O)OC)CC3)cc1 (stereo not given)	·	?	3.2µM*	·	-3%	·	?	·
N#Cc1cc2c(nc1SCC(O)CS(=O)(=O)Cc1ccccc1)CCCC2 (stereo not given)	?	-10%	-6%	-3%	-9%	?	0%	6%[0.074 µM]
CC(NC(=O)NC1CCCCC1)C(c1cccs1)N1CCOCC1 (stereo not given)	4%	-5%	-10%	-1%	12%	2%	-1%	-5%

Ordered by the number under KDM4E inh (rising): 3 of the compounds above
mol	ALDH1A1 block	Tau ThT inhib	KDM4E inh	SMN2 splice up	HttQ103 aggreg	Tau fibril FP
CC(=O)Nc1ccc(S(=O)(=O)NC(CC(=O)O)c2ccc(OC(C)C)cc2)cc1 (stereo not given)	7%	-13%	-4%	-4%	-1%	2%
Cc1ccc(CN(C(=O)c2csnn2)C(C(=O)NC2CCCC2)c2ccc(C)o2)cc1 (stereo not given)	14µM*	-11%	2%	-15%	3%	2%
COc1cccc(NC2=CC(=O)CC(C)(C)C2)c1	7%	-1%	3%	12%	-12%	10%
